mIAP act: mouse IAP activation; AID 2805; hit rate 0.24% among 330,000; activation factor at 10 µM; muIAP, CDP-Star luminescence, 30 min; hits give high values; 1 = vehicle-only enzyme signal, 0 = enzyme-free wells;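 active = activation factor of at least 2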; note: the source names both 10 and 20 µM as test concentration; values of inactives mirror those of a sister screen read the other way
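System: mouse IAP enzyme. Reagent: CDP-Star chemiluminescent phosphatase substrate. Benchmarks: DMSO wells, no-enzyme wells. Times: 30 min enzyme-substrate-compound incubation at room temperature. Detection: luminescence from enzymatic CDP-Star hydrolysis. Doses: test compounds delivered from DMSO solution.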
MIN6 prolif: inducers of beta-cell replication in MIN6 cells; MIN6 cells proliferation, ATPlite luminescence, 48 h; cells starved in 0.2% serum; 100% = growth in 10% serum; hit rate 0.29% among 330,000; proliferation, % at 10 µM;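 active = compounds whose signal lies at least 3.5 SD above the mean of all wells on their plate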;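 note: 0% = DMSO-treated cells in low-serum medium and 100% = 10% serum control; some compounds called inactive have numbers as strong as hits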
A3A deaminase: blocks human APOBEC3A ssDNA deamination. P31941. recombinant A3A, FAM/TAMRA ssDNA deamination fluorescence. inhibition, % at 20 µM. hit rate 0.41% among 330,000. AID 493011;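 active = at least 40% inhibition at 20 µM here, with at most 30% in a related deaminase screen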;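 note: plate controls were A3A with DMSO for no effect and wells lacking A3A enzyme for full effect; some results filed as inactive read as strong as hits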
Target sequence (P31941 whole entry, looked up): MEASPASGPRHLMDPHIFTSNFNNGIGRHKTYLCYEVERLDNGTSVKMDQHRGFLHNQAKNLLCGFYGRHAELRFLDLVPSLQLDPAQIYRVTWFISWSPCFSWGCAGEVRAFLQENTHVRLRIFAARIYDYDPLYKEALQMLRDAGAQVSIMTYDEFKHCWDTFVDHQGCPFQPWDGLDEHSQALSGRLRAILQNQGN
hIAP activ: increases human intestinal alkaline phosphatase activity; P09923; purified human IAP, CDP-Star luminescence, 30 min; hits give high values; 1 = vehicle-only enzyme, 0 = enzyme-free background; activation factor at 10 µM; hit rate 0.16% among 330,000; AID 2524;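 active = activation factor of the enzyme at least 2-fold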; note: the source names both 10 and 20 µM as test concentration; values of inactives mirror those of a sister screen read the other way
Target sequence (P09923 whole entry, looked up): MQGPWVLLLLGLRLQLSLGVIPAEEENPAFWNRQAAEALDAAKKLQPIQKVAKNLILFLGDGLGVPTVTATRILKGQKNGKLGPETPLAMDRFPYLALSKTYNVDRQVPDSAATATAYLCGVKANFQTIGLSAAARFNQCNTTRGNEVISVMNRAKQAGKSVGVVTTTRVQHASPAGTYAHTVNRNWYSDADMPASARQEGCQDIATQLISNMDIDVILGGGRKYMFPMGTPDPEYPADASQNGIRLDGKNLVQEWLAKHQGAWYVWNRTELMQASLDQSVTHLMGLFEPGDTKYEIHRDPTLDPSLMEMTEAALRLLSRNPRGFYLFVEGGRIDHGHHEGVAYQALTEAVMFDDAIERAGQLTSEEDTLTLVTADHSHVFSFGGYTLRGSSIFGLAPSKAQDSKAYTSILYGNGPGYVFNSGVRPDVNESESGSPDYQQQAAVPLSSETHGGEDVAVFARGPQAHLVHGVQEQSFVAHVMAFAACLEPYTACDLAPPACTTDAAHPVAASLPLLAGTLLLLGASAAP
hIAP block: human IAP inhibition; purified IAP, CDP-Star luminescence, 30 min; inhibition, % at 10 µM; hit rate 0.12% among 330,000; AID 2544;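 active = inhibition reaching a set limit with compound at 10 µM in the primary screen, cut at about 35% in these data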;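 note: plate controls were DMSO wells with enzyme for no effect and no-enzyme buffer wells for full effect; values of inactives mirror those of a sister screen read the other way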
SENP1 FRET inh: SENP1 (human) catalytic domain inhibition; recombinant SENP1 catalytic domain, CyPet-SUMO1-YPet FRET cleavage; Q9P0U3; hit rate 0.21% among 360,000; inhibition, % at 10 µM;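 active = inhibition at least 30% at 10 µM, raw YFP signal under a set limit, fluorescence ratio 0.5 to 1.5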;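 note: 0% = enzyme with DMSO and 100% = no enzyme wells; some results filed as inactive read as strong as hits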
Target sequence (Q9P0U3 419-644 limits assumed): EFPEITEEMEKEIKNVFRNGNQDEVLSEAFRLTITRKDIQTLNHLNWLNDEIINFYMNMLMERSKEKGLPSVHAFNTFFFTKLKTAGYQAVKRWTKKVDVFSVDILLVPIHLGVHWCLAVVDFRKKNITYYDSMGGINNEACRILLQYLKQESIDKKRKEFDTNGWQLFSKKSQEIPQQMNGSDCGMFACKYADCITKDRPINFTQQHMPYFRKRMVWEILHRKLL
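Test system: hSENP1 catalytic domain, recombinant; Amount: 20 pM final SENP1 enzyme; Medium: Tris pH 8 buffer plus EDTA, NaCl, BME, BSA, NP40, catalase; Schedule: 50 min enzyme reaction, room temperature, light-protected; Technique: FRET fluorescence in CFP and YFP emission channels; Controls: no-enzyme wells low, DMSO-plus-enzyme wells high control.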
NLRP3 yeast inh: blocks the NALP3 inflammasome reconstituted in yeast | Yeast reconstituted NLRP3/ASC/caspase-1, beta-gal luminescence, 24 h | inhibition, % at 10 µM | hit rate 0.39% among 330,000;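 active = inhibition of 50% or more; inactive = inhibition below 50%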;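 note: plate controls were induced DMSO wells for no effect and uninduced yeast grown without galactose for full effect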
A3G deaminase: inhibitors of human APOBEC3G DNA deaminase; hit rate 0.28% among 330,000; recombinant A3G, ssDNA deamination FAM/TAMRA fluorescence; Q9HC16; inhibition, % at 20 µM;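 active = inhibition of at least 40% at 20 µM, with no more than 30% in the related APOBEC3A deaminase screen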;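 note: plate controls were DMSO wells with A3G for no effect and wells lacking A3G enzyme for full effect; some compounds called inactive have numbers as strong as hits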
mIAP inh: mouse IAP inhibition; purified mouse IAP, CDP-Star luminescence, 30 min; inhibition, % at 10 µM; hit rate 0.2% among 330,000;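 active = inhibition of at least 40% at 10 µM in the primary screen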;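 note: plate controls were DMSO with enzyme for no effect and no enzyme wells for full effect; values of inactives mirror those of a sister screen read the other way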
* hit, by the source's call; i = inactive; x = not tested or not shown.

SMILES	mIAP act	MIN6 prolif	A3A deaminase	hIAP activ	hIAP block	SENP1 FRET inh	NLRP3 yeast inh	A3G deaminase	mIAP inh
N/C(=N\OC(=O)CCC1CCCCC1)c1ccc([N+](=O)[O-])cc1	1	1	2	1.1	-10	1	-8	-1	-1
OC1(c2cn(Cc3ccccc3)nn2)CCCCC1	1.1	0	-1	1.1	-14	0	12	-9	-12
O=C(COc1ccc(Cl)cc1Cl)NCCCCc1ccccc1	1.1	-4	5	1	0	0	29	-2	-10
CCCCCC(=O)Nc1nc2ccccc2[nH]1	0.97	-1	1	0.96	4	-4	16	-2	3
Cc1cc(OCC(=O)OCC(=O)N2CCc3ccccc32)ccc1Cl	0.95	0	-2	1.1	-7	3	12	-8	5
CC1=Nc2cc(C(=O)O)ccc2Sc2c(C)ccc(C)c21	0.98	-1	0	0.9	10	-1	12	12	2
CNC(=S)N/N=C/c1c2ccccc2c(Cl)c2ccccc12	1	-5	0	0.82	18	-17	13	17	-2
O=C(CCSc1ccccc1)Nc1nnc(-c2cccs2)o1	0.98	-1	-6	1	-4	4	-6	-4	2
N#CCSc1nc2c(sc(=S)n2Cc2ccco2)c(=O)n1-c1ccc(F)cc1	0.82	-6	-6	1.1	-10	-2	14	-11	18
COCc1cc(C)nc(SCc2ccc(Cl)cc2)c1C#N	1	-5	-5	1.1	-9	1	3	9	-1
CCCN(CCC)S(=O)(=O)c1cccc(-c2csc(C)n2)c1	0.85	-1	-2	1.1	-8	1	-14	-5	15
CCOC(=O)c1nnn(CC(=O)Nc2cccc(F)c2)c1C(=O)OCC	1.1	1	2	0.99	0	-2	2	-1	-7
N#C/C(=C(/O)COC(=O)CSc1ccc(Cl)cc1)c1nc2ccccc2[nH]1	0.78	-4	-1	1.3	-27	-60	-5	-9	22
O=C(COc1ccc(NC(=O)c2ccccc2)cc1)c1ccccc1	1	-2	-2	0.87	13	0	12	-8	0
CCN1CCn2c1nc(N1CCCCC1)nc2=O	1	-3	0	1.1	-7	1	-2	-3	-2
CCN1CCN(C(=O)c2ccc(S(=O)(=O)Nc3ccccc3)cc2)CC1	0.94	3	-4	0.92	8	1	11	-8	6
O=C(COc1ccc2cc(Br)ccc2c1)N1CCOCC1	0.93	-4	-3	0.94	6	-1	1	-6	8
Cc1ccc(NC(=O)CN2CCN(C(=O)C3CCCO3)CC2)c(C)c1 (stereo not given)	0.99	-1	0	0.8	20	1	0	-5	1
COc1ccc(NC2CCCN(C(=O)CSc3ccccc3)C2)cc1OC (stereo not given)	1.1	-3	-1	0.91	9	-5	20	-1	-7
CCNc1nc(N)nc(-c2cc(Cl)ccc2O)n1	0.93	-1	1	1.1	-14	-21	21	-2	7
CN1CCCC1=Nc1c2c(nc3ccccc13)N(C)CC2	1.1	1	1	1	-4	21	13	0	-5
COc1cc(/C=C/C(=O)c2ccc(Cl)s2)cc(OC)c1O	0.79	-6	5	0.69	30	4	-2	2	21
O=C(CCCCCN1C(=O)c2ccccc2C1=O)Nc1cccc(O)c1	1	-1	-5	0.94	6	-1	8	-4	0
Cc1cc(OCC(=O)Nc2ccncc2)ccc1[N+](=O)[O-]	0.97	-1	0	0.99	1	2	-7	-4	2
CCc1c(C)c(C#N)c2nc3ccccc3n2c1NCCN(C)C	1	5	0	1.1	-11	-68	36	-7	-3
COc1ccccc1CN1CCN(C(CC(C)C)c2nnnn2Cc2cccs2)CC1 (stereo not given)	1.2	-3	2	1	-2	2	5	-1	-19
CCn1c(SCC(=O)NC2CCCCC2)nnc1-c1ccccn1	1	2	-3	0.91	9	1	13	-1	-2
Nc1cccnc1Oc1ccccc1F	1	-3	-5	0.97	2	1	4	-4	-4
CCCCC1CCC(C(=O)Nc2ccccc2N2CCOCC2)CC1 (stereo not given)	0.97	-4	6	1	-5	-1	1	-2	3
CCN(CC)CCn1c(=S)[nH]c2cc(C(=O)N3CC=C(c4ccccc4)CC3)ccc2c1=O	1	-6	-9	1.1	-12	x	14	-4	-2
COc1cccc(NC(=S)NCCC(c2ccccc2)c2ccccc2)c1	6.2*	-4	-4	0.9	10	2	21	-3	i
CSc1ccccc1C(=O)Nc1cccc(N(C)S(C)(=O)=O)c1	1	4	3	1.1	-7	1	14	-4	-2
Cn1c(-c2ccc(F)cc2)cnc1NCc1cc2c(cc1[N+](=O)[O-])OCO2	0.88	2	-6	0.84	16	0	14	-8	12
O=C(/C=C/c1ccco1)NC(=S)Nc1ccc(N2CCOCC2)c(Cl)c1	0.79	-3	0	1.1	-6	4	11	4	21
CCOC(=O)c1c(C)nc2ccccc2c1-c1ccccc1	1	0	0	0.91	9	-1	41	-3	-3
COc1ccc(-n2nnnc2/C(=C/N(C)C)C(=O)c2ccccc2)cc1	0.97	-2	-2	0.99	1	-1	20	-4	3
O=C(COC(=O)c1cccc(OC(F)F)c1)Nc1ncccn1	0.81	-1	0	1.1	-10	-3	10	-5	19
CCOc1ccc(Br)cc1CC(=O)O	1	-1	-4	1	-3	1	5	-11	-2
COc1ccc(CC(=O)Nc2cc(C)on2)cc1OC	1	0	-2	1.1	-6	1	7	-5	0
Cc1ccccc1NC(=O)CCCCC(=O)Nc1ccccc1C	1.1	0	-5	0.86	14	2	11	-2	-8
CCOCCOC(=O)Cn1cnc2scc(-c3ccc(C)cc3)c2c1=O	1	-3	0	1	0	-2	24	-6	-3
c1ccc(-n2cc(CN3CCCC(CN4CCCC4)C3)c(-c3ccc4c(c3)OCO4)n2)cc1 (stereo not given)	1	-6	-1	1.1	-6	-11	14	-7	-1
Cc1oc(-c2ccccc2F)nc1CS(=O)(=O)CC(=O)NCCN1CCCC1	0.95	-1	-5	0.9	10	-1	3	-7	5
CCCCCn1c(=O)[nH]c2cc(C(=O)NCCN3CCCCC3C)ccc2c1=O (stereo not given)	0.84	-3	-4	0.92	8	-7	1	-4	16
CCC(C)(C(=O)NC1CCCCC1)N(CC1CCCO1)C(=O)CNC(=O)c1ccccc1 (stereo not given)	1	-3	1	1.1	-6	-2	5	-6	-1
O=C(Nc1cnn(Cc2ccc(Cl)cc2Cl)c1)c1noc2c1CCCC2	0.91	-6	3	1.1	-14	0	46	1	9
CC1CCC/C=C/C(=O)c2c(O)cc(O)cc2CC(=O)O1 (stereo not given)	1	-6	6	1.1	-6	0	25	-1	-1
CC(=O)N1CCN(c2ccc(NC(=O)c3ccc4ccccc4c3)cc2)CC1	0.94	0	-2	0.8	20	1	9	-7	6
C/C(=N\NC(=O)c1cccc(Br)c1)c1ccccn1	0.95	-7	2	1.5	-52	1	61*	-2	5
CCN1CCCC1CNC(=O)CN(C)S(=O)(=O)c1ccc(Cl)cc1 (stereo not given)	0.96	-1	-2	0.91	9	-4	20	-10	4
COc1ccc(C(=O)Cn2c(=O)c(CCC(=O)O)nn3c4ccccc4nc23)cc1OC	1	1	-4	1.1	-13	2	-7	2	-4
Cc1cc(S(=O)(=O)NCc2ccccn2)c(Cl)cc1Cl	1	1	-4	1.4	-42	0	14	-8	-4
COc1cccc(NC(=O)CN(C)C(=O)c2cn(-c3ccccc3)nc2-c2cccs2)c1	1.2	-4	1	0.97	3	-2	3	-4	-19
CC1CCCCN1C(=O)Cn1cc(C#N)c2ccccc21 (stereo not given)	1	-2	7	1.2	-23	0	21	-3	-1
Cc1cccc(NS(=O)(=O)c2ccc3c(c2)CCN3C(=O)CCC(=O)O)c1	0.99	-3	-4	1.1	-9	0	10	-8	0
Cc1ccc(N2C(=O)C3C4C=CC(CNC(=S)N5CCN(c6ccccn6)CC5)(O4)C3C2=O)cc1 (stereo not given)	0.9	1	3	1	-4	1	22	35	10
Cc1ccc(C(=O)NNC(=S)Nc2cccc3ccccc23)s1	0.97	-4	-7	1.9	-94	2	16	-5	3
COC(CNS(=O)(=O)c1ccc(Cl)cc1)c1ccccc1 (stereo not given)	1	-2	3	1.3	-32	2	-8	-7	-5
O=c1c2ccccc2cnn1Cc1n[nH]c(=S)n1-c1ccc(Cl)cc1Cl	1.1	0	-4	0.97	3	x	7	-2	-5
COc1nc(OC)nc(N(C)CCO)n1	1.1	-2	-4	0.98	2	0	15	-9	-15

The list goes on.
SMILES	mIAP act	MIN6 prolif	A3A deaminase	hIAP activ	hIAP block	SENP1 FRET inh	NLRP3 yeast inh	A3G deaminase	mIAP inh
Cc1ccc(NC(=O)C2CC(=O)N(c3ccc4c(c3)OCCO4)C2)cc1S(=O)(=O)N(C)C (stereo not given)	1.1	4	-1	1	0	1	-1	-4	-6
CN(C)C(=O)CSc1nnc(-c2cccs2)n1-c1ccccc1	0.97	-2	1	1.1	-9	3	-3	-7	3
CCOc1ccc(NC(=O)c2nn(C)c(C(=O)Nc3ccc(OCC)cc3)c2[N+](=O)[O-])cc1	1	-2	-5	0.91	10	2	19	-9	-1
Cc1nonc1-c1csc(N)n1	0.95	-2	-1	0.95	5	-3	-22	-9	5
CCC(=O)Nc1cccc(NC(=S)NC(=O)c2ccccc2C)c1	0.84	0	-2	1.1	-5	3	12	-8	16
CC1CCN(c2ccc(NC(=O)c3ccc([N+](=O)[O-])o3)cc2)CC1	0.88	-3	-3	0.9	10	1	18	-12	12
CCCCCCNC(=O)c1cc(S(=O)(=O)N2CCc3ccccc32)ccc1F	0.94	-2	-1	1.1	-5	3	7	-6	6
CCC(C)c1nc2ccsc2c(N2CCOC2=O)c1-c1ccccc1 (stereo not given)	0.95	2	8	0.99	1	1	4	-4	5
CCN1C(=O)C(CC(=O)Nc2ccc(OC)cc2)N(Cc2ccco2)C1=S (stereo not given)	1	1	4	0.99	1	1	6	-2	0
Cc1nnc(SCC(=O)Nc2ccc(Br)cn2)[nH]c1=O	0.94	-4	7	0.97	3	0	-10	0	6
COc1ccc(CNC/C=C/c2ccccc2)cc1	1	7.6*	-6	0.81	19	-2	30	-14	-3
Clc1cc(CSc2ccccc2)nc(-c2ccccc2)n1	0.94	-1	-1	0.91	9	3	12	-3	6
CCOc1ccc(OCCC(=O)OCC(=O)N2CCN(S(=O)(=O)c3ccc(C)cc3)CC2)cc1	0.93	6	2	1	-5	5	14	-7	7
COc1ccc(C2c3sc(=O)[nH]c3SCC2C(N)=O)cc1 (stereo not given)	0.92	0	0	1	-3	-1	5	-8	8
CC(=O)NC(C)c1cc(F)c2cccnc2c1O (stereo not given)	0.92	-1	3	1.4	-44	2	13	-9	8
Cc1ccc(S(=O)(=O)NCCNS(=O)(=O)c2ccc(C)cc2)cc1	1	1	0	1	-4	1	4	-6	-2
CCOc1ccc(CCN2C(=O)C3C4CCC(O4)C3C2=O)cc1OCC (stereo not given)	1	-4	0	0.92	8	0	21	-6	-1

Rewritten with two lines to a compound: 2 of the compounds above
Values run as follows: mIAP act, MIN6 prolif, A3A deaminase, hIAP activ, hIAP block, SENP1 FRET inh, NLRP3 yeast inh, A3G deaminase, mIAP inh
CCOc1ccc(OCCC(=O)OCC(=O)N2CCN(S(=O)(=O)c3ccc(C)cc3)CC2)cc1
 : 0.93, 6, 2, 1, -5, 5, 14, -7, 7
COc1ccc(C2c3sc(=O)[nH]c3SCC2C(N)=O)cc1 (stereo not given)
 : 0.92, 0, 0, 1, -3, -1, 5, -8, 8

From PubChem BioAssay

Some of the compounds tested (hit frequency here may not be typical).
